Screening results as filed in PubChem.
Sm TGR block – inhibitors of Schistosoma mansoni thioredoxin glutathione reductase. Q962Y6. purified TGR, DTNB reduction, TNB absorbance 405 nm. Potency, µM (titrated, usually from 114 µM), inactives show at the highest dose activity change, negative = inhibition, most hits filed as inhibitors. 360,000 tested, 3% active; note: potency is the fitted concentration of half-maximal effect; nearly all actives have a fitted effect of over 60% in size
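First, TGR (20 nM dispensed) and NADPH were mixed with compound. Second, a 15 min room-temperature incubation followed. Third, further NADPH and then DTNB were added to start the reaction. Finally, TNB absorbance was monitored kinetically.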
LmPK inhibitor – blocks Leishmania mexicana pyruvate kinase activity | purified LmPK, Kinase-Glo ATP luminescence, 1 h | Potency, µM (top dose mostly 57.5 µM), without a hit: at the highest dose activity change, negative = inhibition, hits mostly inhibitors | 290,000 tested, 0.37% active | AID 1721; note: potency is the fitted concentration of half-maximal effect
Target sequence (Q27686 whole entry, looked up): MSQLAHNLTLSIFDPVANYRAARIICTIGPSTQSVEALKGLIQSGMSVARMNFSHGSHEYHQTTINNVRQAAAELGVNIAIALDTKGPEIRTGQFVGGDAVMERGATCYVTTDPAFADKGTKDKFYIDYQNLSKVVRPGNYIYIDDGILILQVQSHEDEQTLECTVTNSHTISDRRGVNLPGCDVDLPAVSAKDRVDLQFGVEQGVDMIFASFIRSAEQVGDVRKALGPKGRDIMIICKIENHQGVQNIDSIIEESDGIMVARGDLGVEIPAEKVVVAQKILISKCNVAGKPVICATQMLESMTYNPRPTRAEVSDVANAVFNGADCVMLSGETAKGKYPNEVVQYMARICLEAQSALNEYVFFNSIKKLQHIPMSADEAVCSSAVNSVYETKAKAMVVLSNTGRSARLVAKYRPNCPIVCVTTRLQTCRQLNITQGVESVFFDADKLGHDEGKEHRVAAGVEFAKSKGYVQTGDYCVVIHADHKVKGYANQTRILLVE
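Kinase-Glo luminescence read after 1 h RT reaction of 0.1 nM LmPK with 0.5 mM PEP and 0.1 mM ADP. Activity scaled between uninhibited and enzyme-free controls.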
AmpC inh no detg – AmpC beta-lactamase inhibition without detergent | P00811 | Potency, µM (series often up to 57.1 µM), for the others: at the highest dose activity change, negative = inhibition, actives largely listed as inhibitors | AmpC nitrocefin hydrolysis, absorbance 480 nm, 0.0001% Triton | 330,000 tested, 0.52% active | AID 485341;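 note: potency is the fitted concentration of half-maximal effect; plate controls were no compound for no effect and no enzyme for full effect; nearly all actives have a fitted effect of over 20% in size; some results filed as inactive show a strong effect at the top dose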
Target sequence (P00811 whole entry, looked up): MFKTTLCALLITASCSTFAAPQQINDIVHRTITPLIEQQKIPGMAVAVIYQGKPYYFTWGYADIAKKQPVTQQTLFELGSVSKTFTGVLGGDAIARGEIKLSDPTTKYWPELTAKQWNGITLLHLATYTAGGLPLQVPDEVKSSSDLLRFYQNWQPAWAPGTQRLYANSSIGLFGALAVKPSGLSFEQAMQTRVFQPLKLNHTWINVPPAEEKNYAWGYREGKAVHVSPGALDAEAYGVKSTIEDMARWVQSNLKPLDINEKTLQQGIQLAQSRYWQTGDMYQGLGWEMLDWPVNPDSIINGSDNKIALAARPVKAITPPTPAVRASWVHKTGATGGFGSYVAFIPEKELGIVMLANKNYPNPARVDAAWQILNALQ
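AmpC (5.3 nM in the dispensed reagent) in 20 mM phosphate pH 7.0 with 0.01% (detergent screen) or 0.0001% Triton X-100 was preincubated with compounds for 15 min at room temperature. Nitrocefin was then added from an 800 uM solution, and hydrolysis was followed at 480 nm.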
TbPYK inhibitor – inhibitors of Trypanosoma brucei pyruvate kinase; Q57TT1; TbPYK enzyme, Kinase-Glo Plus ATP luminescence, 45 min; Potency, µM (highest dose often 76.8 µM), for the others: top-dose activity, negative = inhibition, actives largely listed as inhibitors; 410,000 tested, 0.12% active; note: potency is the fitted concentration of half-maximal effect; nearly all actives have a fitted effect of over 50% in size
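TbPYK + substrate in 50 mM TEA pH 7.2, 100 mM KCl, 10 mM MgCl2, 0.05% BSA, 0.01% Tween-20; cpd pinned; ADP 130 uM final; 45 min RT; Kinase-Glo Plus 10 min; luminescence endpoint.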
AMA1-RON2 inh – inhibitors of Plasmodium falciparum AMA1-RON2 interaction; AlphaScreen AMA1-biotinylated RON2 peptide binding; 360,000 tested, 0.2% active; Potency, µM (titrated, usually from 58.2 µM), inactives show at the highest dose activity change, negative = inhibition, hits mostly inhibitors;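 note: potency is the fitted concentration of half-maximal effect; 0% = vehicle wells and -100% = peptide control; nearly all actives have a fitted effect of over 45% in size; some results filed as inactive show a strong effect at the top dose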
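AMA1 (3D7) with his tag at 25 nM final met compounds first, then biotinylated RON2 peptide at 25 nM; detection used donor plus acceptor beads, 10 µg/mL apiece, read by AlphaScreen after 30 min at room temperature.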
AmpC detergent – blocks E. coli AmpC beta-lactamase in detergent assay. AmpC hydrolysis of nitrocefin, absorbance 480 nm, 0.01% Triton. 370,000 tested, 0.041% active. AID 485294. Potency, µM (series often up to 114 µM), for the others: at the top dose activity change, negative = inhibition, actives largely listed as inhibitors;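 note: potency is the fitted concentration of half-maximal effect; 0% = no-compound wells and -100% = no-enzyme wells; nearly all actives have a fitted effect of over 25% in size; some results filed as inactive show a strong effect at the top dose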
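20 mM phosphate pH 7.0 + 0.01% (detergent screen) or 0.0001% Triton X-100; 5.3 nM AmpC reagent; cpd preinc 15 min RT; nitrocefin (800 uM stock) to start; A480 q20 s × 4 min; Activity was normalised to no-enzyme and no-compound control wells.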
HCMV antiviral – blocks human cytomegalovirus replication; HFF cells, HCMV-luciferase reporter, 72 h; hits give low values; activity change, negative = inhibition, % at 57.5 µM; 410,000 tested, 4.5% active; AID 1259415; in the data active = activity change below about -60%; inconclusive = no clear call, values can overlap the other calls; inactive = above about -39%
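Human foreskin fibroblasts infected with luciferase-reporter HCMV at MOI 1 PFU/cell, compounds at two doses. Luciferase measured 72 h post infection; normalized to buffer-only basal and Salinomycin (10uM) controls.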
* hit, by the source's call; [ ] = dose if it differs, or a comment. Unless noted, calls come from the whole dose curve; as a rule, active = well fitted curve in the direction sought with a large enough effect; inconclusive = small, poorly fitted or top-dose-only effect, or another doubt; inactive = no such curve, though single readings can be large; an effect the other way counts as inactive or inconclusive. Unless noted, % is set by controls: 0 for no effect and ±100 for the full control effect.

Screening CCOC(=O)c1cnc2c(C(F)(F)F)cccc2c1N1CCOCC1 returned Sm TGR block 1%, LmPK inhibitor 0%, AmpC inh no detg 28%, TbPYK inhibitor 0%, AMA1-RON2 inh 1%, AmpC detergent inconclusive and HCMV antiviral inconclusive.
`Cc1c(C(=O)NC(=S)NCC(C)C)oc2ccccc12` gave Sm TGR block 1%, LmPK inhibitor 0%, AmpC inh no detg -19%, TbPYK inhibitor -4%, AMA1-RON2 inh -6%, AmpC detergent -5% and HCMV antiviral -4.
`NCCOc1ccccc1Cc1ccccc1` gave Sm TGR block 1%, LmPK inhibitor 4%, AmpC inh no detg 5%, TbPYK inhibitor -4%, AMA1-RON2 inh -20%, AmpC detergent 10% and HCMV antiviral 22.
For COC1=C/C(=C/c2c(N)n3nc(CC(=O)N4CCOCC4)sc3nc2=O)C=CC1=O the results were Sm TGR block inconclusive, LmPK inhibitor 6%, AmpC inh no detg -29%, TbPYK inhibitor -19%, AMA1-RON2 inh 1%, AmpC detergent 2% and HCMV antiviral 12.
Screening CN(c1ccc(OCC(=O)OCC(=O)Nc2ccccc2F)cc1)S(=O)(=O)c1cccs1 returned Sm TGR block 5%, LmPK inhibitor 4%, AmpC inh no detg -30%, TbPYK inhibitor -2%, AMA1-RON2 inh 18%, AmpC detergent 3% and HCMV antiviral 15.
For O=C(CSc1nc2ccc(N3CCOCC3)cc2c(=O)n1CCc1ccccc1)NCC1CCCO1 (centres undefined) the results were Sm TGR block inconclusive, LmPK inhibitor -1%, AmpC inh no detg 50%, TbPYK inhibitor 1%, AMA1-RON2 inh 82%[activator], AmpC detergent -10% and HCMV antiviral inconclusive.
For O=C1CN(C(=O)COC(=O)c2cc(Cl)ccc2[N+](=O)[O-])c2ccccc2N1 the results were TbPYK inhibitor 0%, AMA1-RON2 inh -2% and HCMV antiviral -8.
NS(=O)(=O)c1ccc(NC(=O)c2ccc3nccnc3c2)cc1 was read as Sm TGR block -9%, LmPK inhibitor -5%, AmpC inh no detg -16%, TbPYK inhibitor -10%, AMA1-RON2 inh 23%, AmpC detergent 3% and HCMV antiviral -32.
Screening Clc1cccc(-c2ccc(CNCCSc3nnnn3-c3ccccc3)o2)c1 returned Sm TGR block -20%, TbPYK inhibitor 4%, AmpC detergent 11% and HCMV antiviral 1.
For O=C1CC(N2CCC(c3nc4ccccc4o3)CC2)C(=O)N1c1cc(Cl)cc(Cl)c1 (centres undefined) the results were Sm TGR block -7%, LmPK inhibitor 17%, AmpC inh no detg 120%[activator], TbPYK inhibitor -14%, AMA1-RON2 inh -10%, AmpC detergent 9% and HCMV antiviral -16.
COc1ccc(S(=O)(=O)N(CC(=O)O)c2ccc(C)cc2)cc1 was read as Sm TGR block 1%, LmPK inhibitor 0%, AmpC inh no detg -15%, TbPYK inhibitor 4%, AMA1-RON2 inh 0%, AmpC detergent 0% and HCMV antiviral -39.
CC1CCN(C(=O)c2ccc3c(c2)N(Cc2ccccc2)C(=O)c2ccccc2S3(=O)=O)CC1 was read as Sm TGR block 2%, TbPYK inhibitor 0%, AmpC detergent 3% and HCMV antiviral -61*.
Screening O=c1[nH]c(-c2ccccc2)cs1 returned Sm TGR block -5%, LmPK inhibitor 2%, AmpC inh no detg -20%, TbPYK inhibitor 5%, AMA1-RON2 inh 3%, AmpC detergent inconclusive and HCMV antiviral 8.
`Cc1nnc(SCc2cc(=O)oc3ccc4ccccc4c23)n1Cc1ccccc1` gave Sm TGR block -19%, LmPK inhibitor 0%, AmpC inh no detg 38%, TbPYK inhibitor 3%, AMA1-RON2 inh 0%, AmpC detergent -11% and HCMV antiviral 0.
Screening CCOCCCNCc1cn(-c2ccc(F)cc2F)nc1-c1ccccc1C returned Sm TGR block -31%, LmPK inhibitor 13%, AmpC inh no detg 60%, TbPYK inhibitor -3%, AMA1-RON2 inh 0%, AmpC detergent 3% and HCMV antiviral 17.
Screening CCOc1ccccc1N(CC(=O)N1CCC(C(N)=O)CC1)S(=O)(=O)c1ccc(SC)cc1 returned Sm TGR block -31%, LmPK inhibitor -4%, AmpC inh no detg 143%[activator], TbPYK inhibitor -7%, AMA1-RON2 inh -9%, AmpC detergent -7% and HCMV antiviral -70*.
Cc1nc(SCc2c(F)cccc2Cl)c2c(=O)n(C)c(=O)n(C)c2n1 was read as Sm TGR block -3%, LmPK inhibitor 2%, AmpC inh no detg -6%, TbPYK inhibitor 1%, AMA1-RON2 inh 4%, AmpC detergent -6% and HCMV antiviral -22.
Cc1ccc(-c2cc(C(=O)N3CCCC(C(F)(F)F)C3)c3ccccc3n2)o1 (centres undefined) was read as Sm TGR block 28µM*, AmpC inh no detg 25%, TbPYK inhibitor -5%, AMA1-RON2 inh 6%, AmpC detergent -18% and HCMV antiviral 8.
C#Cc1ccc(NC(=O)C2(C)CCN2C(=O)Cc2ccc(C(C)(C)C)cc2)cc1 (centres undefined) was read as TbPYK inhibitor 7%, AMA1-RON2 inh 4% and HCMV antiviral -83*.
For Cc1ccc(S(=O)(=O)NCCC(=O)Nc2ccncc2)cc1C the results were Sm TGR block 1%, AmpC inh no detg -13%, TbPYK inhibitor 1%, AMA1-RON2 inh -3%, AmpC detergent inconclusive and HCMV antiviral 2.
For COC(=O)c1ccc(CSc2nc3scc(-c4cccs4)c3c(=O)[nH]2)o1 the results were Sm TGR block inconclusive, LmPK inhibitor 6%, AmpC inh no detg 10µM*, TbPYK inhibitor 1%, AMA1-RON2 inh -10%, AmpC detergent -10% and HCMV antiviral 22.
For CN1CCN(CC(=O)Nc2c(C(=O)C3CC3)oc3ccccc23)CC1 the results were Sm TGR block 12%, LmPK inhibitor -1%, AmpC inh no detg 28%, AMA1-RON2 inh 12%, AmpC detergent -14% and HCMV antiviral 21.
For CCN(CC)CCCNC(=O)c1oc2ccc(S(=O)(=O)N3CC(C)CC(C)C3)cc2c1C (centres undefined) the results were Sm TGR block 3%, LmPK inhibitor -2%, AmpC inh no detg 101%[activator], TbPYK inhibitor 3%, AMA1-RON2 inh -2%, AmpC detergent inconclusive and HCMV antiviral -98*.
COc1ccc(C(=O)COC(=O)c2ccc(NC(=O)c3ccccc3)cc2)cc1 was read as Sm TGR block 32%, LmPK inhibitor -2%, AmpC inh no detg -5%, TbPYK inhibitor 4%, AMA1-RON2 inh 5%, AmpC detergent 3% and HCMV antiviral 2.
Screening Clc1ccccc1-c1nnc2n1CCCCC2 returned Sm TGR block -1%, LmPK inhibitor 1%, AmpC inh no detg -2%, TbPYK inhibitor 5%, AMA1-RON2 inh 6%, AmpC detergent inconclusive and HCMV antiviral 32.
`COc1ccccc1NS(=O)(=O)c1ccc(C(N)=O)cc1` gave Sm TGR block 18%, LmPK inhibitor -1%, AmpC inh no detg -21%, TbPYK inhibitor 6%, AMA1-RON2 inh -4%, AmpC detergent -8% and HCMV antiviral inconclusive.
`O=C(/C(=C/O)N=Nc1cccc(C(F)(F)F)c1)c1ccccc1` gave Sm TGR block 56%[activator], LmPK inhibitor -10%, AmpC inh no detg -58%, TbPYK inhibitor -11%, AMA1-RON2 inh -26%, AmpC detergent 3% and HCMV antiviral inconclusive.
`Cc1ccc(S(=O)(=O)/N=C2\C=C(Nc3ccc(O)cc3)C(=O)c3ccccc32)cc1` gave AmpC inh no detg -13%, TbPYK inhibitor -26% and AMA1-RON2 inh 20µM*.
Screening Cc1ccc(C(=O)Nc2nnn(C)n2)cc1 returned Sm TGR block 0%, LmPK inhibitor -9%, AmpC inh no detg -14%, TbPYK inhibitor -1%, AMA1-RON2 inh -4%, AmpC detergent inconclusive and HCMV antiviral 9.
Screening COc1ccc(CC(=O)N/N=C(/C)c2ccco2)cc1 returned Sm TGR block 0%, LmPK inhibitor -5%, AmpC inh no detg -24%, TbPYK inhibitor 0%, AMA1-RON2 inh 4%, AmpC detergent 2% and HCMV antiviral inconclusive.

No new results follow: entries from further up.
Screening CCOc1ccccc1N(CC(=O)N1CCC(C(N)=O)CC1)S(=O)(=O)c1ccc(SC)cc1 returned Sm TGR block -31%, LmPK inhibitor -4%, AmpC inh no detg 143%[activator], TbPYK inhibitor -7%, AMA1-RON2 inh -9%, AmpC detergent -7% and HCMV antiviral -70*.
Cc1nc(SCc2c(F)cccc2Cl)c2c(=O)n(C)c(=O)n(C)c2n1 was read as Sm TGR block -3%, LmPK inhibitor 2%, AmpC inh no detg -6%, TbPYK inhibitor 1%, AMA1-RON2 inh 4%, AmpC detergent -6% and HCMV antiviral -22.

Later entries:
`CCOc1ccccc1NC(=O)C(c1ccccc1)N1Cc2ccccc2C1=O` (centres undefined) gave Sm TGR block 9%, TbPYK inhibitor -3%, AmpC detergent 18% and HCMV antiviral -12.
`CN1C2CCC1C(COC(=O)c1ccccc1)C(O)C2` (centres undefined) gave Sm TGR block 3%, LmPK inhibitor -8%, AmpC inh no detg -20%, TbPYK inhibitor 2%, AMA1-RON2 inh -10%, AmpC detergent inconclusive and HCMV antiviral -12.
Screening Nc1cnnc(N/N=C\c2ccccc2)c1Cl returned TbPYK inhibitor -17%, AMA1-RON2 inh 17% and HCMV antiviral 24.
O=c1c2c(nc3c(-c4ccc(Cl)cc4)c[nH]n13)CCC2 was read as Sm TGR block -10%, LmPK inhibitor 2%, AmpC inh no detg -43%, TbPYK inhibitor -2%, AMA1-RON2 inh 48%[activator], AmpC detergent 1% and HCMV antiviral -77*.
For O=C(COC(=O)c1ccc(-c2cnc3ccccc3n2)cc1)c1ccccc1 the results were Sm TGR block -4%, LmPK inhibitor 6%, AmpC inh no detg -21%, TbPYK inhibitor 3%, AMA1-RON2 inh 15%, AmpC detergent inconclusive and HCMV antiviral -26.
For COc1ccc(NC(=O)C(=O)c2cn(CC(=O)N3CCCC3)c3ccccc23)cc1OC the results were Sm TGR block 0%, LmPK inhibitor -4%, AmpC inh no detg 216%[activator], TbPYK inhibitor -2%, AMA1-RON2 inh -15%, AmpC detergent inconclusive and HCMV antiviral inconclusive.
`Cc1cccc(C(=O)Oc2ccc3ccc(O)cc3c2)c1` gave Sm TGR block -28%, LmPK inhibitor 8%, AmpC inh no detg -34%, TbPYK inhibitor -6%, AMA1-RON2 inh 19%, AmpC detergent inconclusive and HCMV antiviral 6.
For COC(=O)N/N=C/c1ccc(OS(=O)(=O)c2ccc(C)cc2)c(OC)c1 the results were Sm TGR block 10%, LmPK inhibitor 0%, AmpC inh no detg 55%, TbPYK inhibitor -4%, AMA1-RON2 inh -4%, AmpC detergent 10% and HCMV antiviral -35.
